# Bioassay records deposited in PubChem by National Center for Advancing Translational Sciences (NCATS).
# GLP-1R agonist: agonists of human GLP-1 receptor | HEK293 GLP-1R CRE-luciferase, luminescence, 4-6 h; cells express a hypersensitive GLP-1R form | Potency, µM (doses to about 45.6 µM), inactives show at the top dose activation, usual class: activators | actives 0.007% (n = 380,000); note: potency is the fitted concentration of half-maximal effect; % of control where 0% means no effect
# Target sequence (P43220 whole entry, looked up): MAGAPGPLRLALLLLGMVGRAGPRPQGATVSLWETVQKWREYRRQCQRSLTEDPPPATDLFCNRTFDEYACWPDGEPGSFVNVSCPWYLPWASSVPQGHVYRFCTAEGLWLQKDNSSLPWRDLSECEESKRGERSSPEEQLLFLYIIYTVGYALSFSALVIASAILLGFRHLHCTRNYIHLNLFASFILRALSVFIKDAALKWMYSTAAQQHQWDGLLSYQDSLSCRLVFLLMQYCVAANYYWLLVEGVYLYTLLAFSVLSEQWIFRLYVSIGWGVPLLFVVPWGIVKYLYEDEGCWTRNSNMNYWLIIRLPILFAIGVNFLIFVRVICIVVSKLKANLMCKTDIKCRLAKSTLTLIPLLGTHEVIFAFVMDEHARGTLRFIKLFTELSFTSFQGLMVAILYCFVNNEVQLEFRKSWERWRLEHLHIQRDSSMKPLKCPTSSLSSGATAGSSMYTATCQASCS
# IL2 activator: IL-2 activation. actives 0.065% (n = 360,000). activation, % (series mostly up to about 46 µM). IL-2 activation reporter assay, cell-based qHTS; stimulated with anti-CD3/CD4/CD28 beads; in transgenic mouse T cells; in the data active = activation above about 50%; inconclusive = mostly about 30% to 49%; note: 0% is about no effect
#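 EGFP and DsRed fluorescence is measured by plate cytometry in unstimulated transgenic mouse T cells exposed to compound for 60 minutes, then stimulated 18 hours at 37 degrees C with anti-CD3/anti-CD4 beads plus anti-CD28.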
# GLP1R inv ag: inverse agonists of human GLP-1 receptor; P43220; HEK293 GLP-1R CRE-luciferase, luminescence, 24 h; GLP-1R form is constitutively active; Potency, µM (series often up to 38.3 µM), for inactives: at the top dose activity change, negative = inhibition, actives largely listed as inhibitors; actives 1.6% (n = 410,000); note: potency is the fitted concentration of half-maximal effect; % is set by controls: 0 for no effect and ±100 for the full control effect; nearly all actives have a fitted effect of over 55% in size
#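 Stable HEK293 clone (constitutively active GLP-1R + cAMP-response luciferase); 200 cells/uL plated, 12 h pre-culture, compound 24 hr, 37 deg C/5% CO2; detection reagent 12 min RT; luminescence.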
# GLP1R cytotox: cytotoxicity counter-screen for GLP-1 receptor inverse agonists; HEK293 cAMP-luciferase reporter cells, luminescence, 24 h; Potency, µM (doses to about 38.3 µM), without a hit: at the top dose activity change, negative = inhibition, actives largely listed as inhibitors; actives 0.13% (n = 410,000);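 note: loss of luciferase light is scored as toxicity; potency is the fitted concentration of half-maximal effect; % is set by controls: 0 for no effect and ±100 for the full control effect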
#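 Compound-treated cells are incubated 24 hr at 37 deg C under 5% CO2 after a 12 hour attachment period, then luciferase detection reagent is added and luminescence is measured following 12 min at room temperature; lowered signal indicates toxicity.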
# D3 ag: activates the human D3 dopamine receptor; D3R DiscoveRx beta-arrestin cells, luminescence, 90 min; max activation, %; actives 0.58% (n = 410,000); in the data active = max activation above about 30%; note: 0% is about no effect; mostly tested at two doses, the higher about 12 µM
#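 Agonist-mode cell screen: cells plated at 1500/well and incubated overnight at 37 °C, then exposed to library compounds for 90 min at 37 °C. Detection reagent was added for 30–60 min at room temperature, and luminescence was read.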
# WRN helicase inh: inhibitors of human WRN helicase; Q14191; WRN helicase unwinding, fluorescent forked duplex, kinetic; Potency, µM (titrated, usually from 114 µM), for the others: at the highest dose activity change, negative = inhibition, actives largely listed as inhibitors; actives 0.46% (n = 360,000); AID 651768; note: potency is the fitted concentration of half-maximal effect; % is set by controls: 0 for no effect and ±100 for the full control effect; nearly all actives have a fitted effect of over 55% in size
#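 Enzyme (20 nM final) and test compound sit together 15 min at room temperature before substrate addition. Substrate is a single-forked duplex oligonucleotide (100 nM) labelled with fluorophore and quencher, with 2 mM ATP; helicase unwinding raises red fluorescence, read kinetically.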
# DRD3 antagonist: antagonists of human D3 dopamine receptor; actives 2.5% (n = 360,000); D3R cells, DiscoveRx beta-arrestin luminescence, antagonist mode; stronger effect = lower value; P35462; max response, negative = inhibition, %; AID 652054; in the data active = max response below about -50%; inconclusive = no clear call, values can overlap the other calls; note: % is set by controls: 0 for no effect and ±100 for the full control effect; mostly tested at two doses, the higher about 12 µM
#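 Cells plated overnight at 1500 cells/well, then exposed to library compounds with dopamine controls for 90 minutes at 37 degrees C. DiscoveRx reagent added for 30–60 minutes at room temperature; luminescence read, quantitative HTS format.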
# PI5P4Ka inh: inhibitors of human PI5P4K alpha; actives 1.2% (n = 330,000); max response, %; PI5P4Kalpha enzyme, ADP-Glo luminescence, 60 min; stronger effect = lower value; P48426; active = max response of -50% or lower; inconclusive = between -30% and -50%; inactive = -30% or higher; note: value at the top dose of about 77 µM; % is set by controls: 0 for no effect and ±100 for the full control effect
# Target sequence (P48426 whole entry, looked up): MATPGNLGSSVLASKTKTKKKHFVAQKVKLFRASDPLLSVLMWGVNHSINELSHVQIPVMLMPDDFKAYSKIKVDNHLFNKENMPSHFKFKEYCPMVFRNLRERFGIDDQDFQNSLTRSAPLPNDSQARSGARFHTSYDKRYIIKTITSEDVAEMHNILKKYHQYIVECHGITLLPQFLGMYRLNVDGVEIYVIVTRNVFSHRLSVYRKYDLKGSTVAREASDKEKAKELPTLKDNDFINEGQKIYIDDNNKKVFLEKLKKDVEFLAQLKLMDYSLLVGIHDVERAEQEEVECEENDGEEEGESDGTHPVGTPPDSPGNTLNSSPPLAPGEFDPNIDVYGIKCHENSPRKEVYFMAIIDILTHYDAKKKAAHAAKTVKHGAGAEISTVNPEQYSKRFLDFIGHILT
#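 Reactions run in 0.038 M HEPES pH 7.4, 0.28 mM EGTA, 0.1% CHAPS and 5% DMSO, with PI5P4Kalpha, substrate, compound and 5 microM ATP final, one hour at room temperature. Readout is ADP-Glo luminescence.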
# PLK1 PBD inh: inhibitors of human PLK1 polo-box domain binding | P53350 | actives 2.8% (n = 360,000) | AID 720504 | Plk1 PBD binding of FITC phosphopeptide, fluorescence polarization | Potency, µM, for the others: max response, negative = inhibition, usual class: inhibitors; note: potency is the fitted concentration of half-maximal effect; series mostly up to about 57 µM; % is set by controls: 0 for no effect and ±100 for the full control effect; nearly all actives have a fitted effect of over 65% in size
# * = called active by the depositor; ? = inconclusive; / = no result given; & = joins results of further samples; [ ] = dose if it differs, or a comment. Unless noted, calls come from the whole dose curve; as a rule, active = well fitted curve in the direction sought with a large enough effect; inconclusive = small, poorly fitted or top-dose-only effect, or another doubt; inactive = no such curve, though single readings can be large; an effect the other way counts as inactive or inconclusive.
# Order of values – PI5P4Ka inh	GLP1R cytotox	GLP-1R agonist	D3 ag	DRD3 antagonist	GLP1R inv ag	IL2 activator	WRN helicase inh	PLK1 PBD inh
Cc1ccccc1C(=O)NC1CC2CCCC(C1)N2C(=O)Nc1ccccc1 (stereo not given)
    3	4%	5%	2	-13	6%	-0.1	8%	-4%
O=C(N=C1SC2CS(=O)(=O)CC2N1c1cccc(F)c1)C1CC1 (stereo not given)
    -7	3%	9%	3	5	10%	0.7	0%	-1%
O=C(COc1nc2ccccc2nc1N1CCOCC1)Nc1cccc(S(=O)(=O)N2CCCCC2)c1
    -4	-7%	3%	1	2	-3%	-1.2	-8%	2%
Cc1sc2ncnc(OCC(=O)NCC3CCCO3)c2c1C (stereo not given)
    0	-9%	2%	1	2	2%	-0.7	1%	0%
COc1cccc(NC(=O)C2CCC(CNS(=O)(=O)c3ccc4c(c3)CC(C)N4C(C)=O)CC2)c1 (stereo not given)
    0	-15%&-12%	9%	5&-5	-8	4%&-4%	-5.5	-9%	-7%
CCC(C)C(=O)Nc1ccc(S(=O)(=O)Nc2nccs2)cc1 (stereo not given)
    2	-4%	-7%	0	-21	-2%	-0.7	3%	-5%
CC(=O)OC[C@@H]1CN(Cc2ccccc2)C[C@H](n2cnc3c(NC4CC4)ncnc32)O1
    -4	-11%	2%	2	2	19%	1.3	3%	0%
CCOc1cc(NC(=S)NCC2CCCO2)c(OCC)cc1NC(=O)c1ccc(F)cc1 (stereo not given)
    2	16%[0.307 µM]	-3%	-4	-4	-11%[0.307 µM]	0.4	-4%	-9%
O=C(O)c1ccc(N2C(=O)c3ccc(C(=O)c4cccc([N+](=O)[O-])c4)cc3C2=O)cc1
    4	8%	-9%	0	-17	13%	2.3	-11%	-18%
CC1(C(=O)NC2CCCC2)CCC(=O)N1CCC1=CCCCC1 (stereo not given)
    0	-12%	-6%	1	0	-22%	0.1	-17%	-2%
CCCCOC(=O)c1ccc(NC(=O)CSCc2n[nH]c(=O)[nH]2)cc1
    8	4%	24%	-1	24	1%	0.0	2%	-6%
O=C/C(=C\Nc1ccccn1)c1nc2ccccc2o1
    /	139%[activator]	-1%	-19	?	63%[activator]	-1.5	-6%	-9%
CC1(c2nnc(-c3ccc(F)cc3)o2)CC(c2cccnc2)=NO1 (stereo not given)
    -2	-9%	7%	8	-18	1%	0.2	5%	-4%
CCSc1nn2c(=O)c3ccccc3nc2s1
    -1	-7%	-13%	3	16	-7%	-0.2	-14%	-1%
COc1ccc(CNC(=O)COC(=O)C2(C)CC2(Cl)Cl)cc1 (stereo not given)
    1	3%	22%	3	-11	-7%	-0.2	2%	-17%
Cc1ccc(C)c(OCC(=O)Nc2ccc(N3CCOCC3)cc2)c1
    11	2%	6%	7	0	-2%	-1.9	-3%	-27%
COc1ccc(N2CCN(C(=O)CSc3ccccc3N)CC2)cc1
    /	-10%	7%	18	-13	4%	-1.6	-1%[57.1 µM]	24µM*
COc1ccc(CNCc2ccco2)cc1OCc1ccccc1
    /	3%	-1%	-13	-21	-12%	-2.9	-2%	-8%
O=c1c2cnn(-c3ccccc3)c2nc(-c2cccs2)n1-c1ccc(Br)cc1
    -20	-9%	1%	-8	-17	0%	1.0	1%	-6%
Cc1ccc(S(=O)(=O)N(CC(=O)Nc2cccnc2)c2ccccc2C)cc1
    6	16%	4%	-13	-9	-28%	-1.0	-7%	-1%
Cc1ccc(SC(CC(=O)c2ccc(C(C)(C)C)cc2)C(=O)O)cc1 (stereo not given)
    -2	?	-3%	-4	-81*	?	-0.8	-21%	?
CC(C)(C)NC(=O)NC(=O)COC(=O)c1ccc(OC(F)(F)F)cc1
    2	-6%	3%	-1	21	-12%	-2.0	-12%	-5%
CC(=O)c1ccc(NC(=O)Cc2ccsc2)cc1
    0	-3%	16%	-6	1	15%	0.9	2%	0%
COc1ccc(C(=O)N/C(=C\c2ccco2)C(=O)NCc2cccnc2)cc1
    -2	-3%	-2%	-1	-9	-23%	-1.6	-8%	-1%
COc1ccccc1OCCNC(=O)c1ccc2c(c1)CCC2
    -4	11%	16%	-25	?	-25%	-0.2	4%	-14%
O=C(O)CN1CCCCC1
    -7	-6%	-1%	-6	-7	10%	-0.2	2%	-4%
Cc1ccc(C(=O)C[n+]2cc(Br)cc(Br)c2)cc1[N+](=O)[O-]
    -10	-15%	10%	0	-24	0%	-0.7	-20%	-22%
CN(C(=O)COC(=O)c1ccc2c(c1)OCO2)C1CCCCC1
    -1	-11%	8%	8	7	?	-0.6	-2%	-1%
CN(C(=O)CS(=O)(=O)c1cn(CC(=O)N2CCOCC2)c2ccccc12)c1ccccc1
    0	-6%	8%	-13	-28	1%	-0.1	7%	-14%
CC1(NC(=O)Nc2cccc3ccccc23)CCS(=O)(=O)C1 (stereo not given)
    14	0%	9%	-2	1	6%	0.3	6%	-4%
Cc1ccc(S(=O)(=O)N2CC(O)CC2C(=O)OCC(=O)c2ccccc2Cl)cc1C (stereo not given)
    6	0%	4%	0	-26	2%	-2.6	0%	-10%
CC(C)C[C@H]1CN([C@@H](Cc2ccccc2)CN2CCC[C@H]2CN2C(=O)C(=O)NC[C@@H]2Cc2ccc(O)cc2)C(=O)C(=O)N1CC1CCCCCC1
    -19	-26%	-4%	-7	-9	?	0.1	2%	-14%
CCCc1ccc2oc(C(=O)NCCCN3CCOCC3)c(C)c2c1
    6	0%	9%	-12	18	?	-1.3	0%	-4%
CC(C)(C)OC(=O)NC(CCCCNC=O)C(=O)O (stereo not given)
    -4	-9%	-13%	1	10	-8%	-0.4	8%	-6%
O=C1c2cccc([N+](=O)[O-])c2C(=O)N1c1cccnc1
    -3	3%	4%	-4	3	-9%	-1.9	1%	-10%
Cc1cc(C)cc(N(C(=O)c2csnn2)C(C(=O)NC2CCCCC2)c2ccccn2)c1 (stereo not given)
    2	5%	-4%	15	6	-13%	0.2	-1%	-3%
O=C(CCCCCNc1nc(=S)[nH]c2ccccc12)NCCC1=CCCCC1
    1	-2%	1%	-32	-17	-4%	-0.2	-1%	1%
C=CCOC(=O)C1=C[C@@H](c2cn(C(C)=O)c3ccccc23)C[C@@H](OCc2ccc(CO)cc2)O1
    -1	-2%	3%	2	31	-31%	-0.4	-10%	-1%
COc1ccc(CNC(=O)CN(C(=O)c2snc(C(N)=O)c2N)c2ccc(F)cc2)cc1
    -3	4%	-2%	4	3	8%	2.6	4%	-1%
COc1ccc(-c2cc3nc(NCCNC(C)=O)n(C)c(=O)c3s2)c(C)c1
    -2	7%	13%	3	11	26%	-0.3	-8%	3%

# Reprinted from the part before: 3 compounds; new compounds follow.
# Order of values – PI5P4Ka inh	GLP1R cytotox	GLP-1R agonist	D3 ag	DRD3 antagonist	GLP1R inv ag	IL2 activator	WRN helicase inh	PLK1 PBD inh
C=CCOC(=O)C1=C[C@@H](c2cn(C(C)=O)c3ccccc23)C[C@@H](OCc2ccc(CO)cc2)O1
    -1	-2%	3%	2	31	-31%	-0.4	-10%	-1%
COc1ccc(CNC(=O)CN(C(=O)c2snc(C(N)=O)c2N)c2ccc(F)cc2)cc1
    -3	4%	-2%	4	3	8%	2.6	4%	-1%
COc1ccc(-c2cc3nc(NCCNC(C)=O)n(C)c(=O)c3s2)c(C)c1
    -2	7%	13%	3	11	26%	-0.3	-8%	3%
Cc1cccc(CNC(=O)C(C)n2nc(C)c3c(C)n(-c4ccccc4)nc3c2=O)c1 (stereo not given)
    -5	-7%	2%	5	-10	?	-1.8	-3%	-10%
CC(=O)c1c(C)[nH]c(C(=O)Nc2ccc(Cl)cc2F)c1C
    0	5%	23%	6	8	1%	0.3	3%	-7%
CC(Oc1cc2oc(=O)c3c(c2cc1Cl)CCC3)C(=O)NCc1ccccn1 (stereo not given)
    -1	-9%	7%	3	24	9%	-1.5	5%	-22%
Cc1ccsc1C(=O)Nc1cccc(-n2cnnn2)c1
    -7	5%	3%	-3	-15	8%	0.5	2%	-17%

# A run of entries from further up, for reference:
# Order of values – PI5P4Ka inh	GLP1R cytotox	GLP-1R agonist	D3 ag	DRD3 antagonist	GLP1R inv ag	IL2 activator	WRN helicase inh	PLK1 PBD inh
COc1ccc(-c2cc3nc(NCCNC(C)=O)n(C)c(=O)c3s2)c(C)c1
    -2	7%	13%	3	11	26%	-0.3	-8%	3%
Cc1cccc(CNC(=O)C(C)n2nc(C)c3c(C)n(-c4ccccc4)nc3c2=O)c1 (stereo not given)
    -5	-7%	2%	5	-10	?	-1.8	-3%	-10%
